GLS inhibitor: qHTS for Inhibitors of Glutaminase (GLS); 0.21% of 410,000 active; AID 624170, 2012; GLS enzymatic activity, qHTS titration; Potency, µM (highest dose often 45.5 µM), without a hit: top-dose activity change, negative = inhibition, actives largely listed as inhibitors; also: % is scaled to controls: 0 for no effect and ±100 for the full control effect
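Read-out is an Amplex red fluorescence increase coupled through glutamate oxidase and HRP, measured before and after 30 min room-temperature incubation. hKGA is in 45 mM KH2PO4 (pH 8.2) with 0.02% Tween-20; glutamine added as 1mM solution.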
BLM helicase inh: qHTS Assay for Inhibitors of Bloom's syndrome helicase (BLM); recombinant BLM DNA unwinding, fluorescence dequenching; Potency, µM (highest dose often 56.1 µM), for inactives: at the highest dose activity change, negative = inhibition, usual class: inhibitors; 0.2% of 350,000 active;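 also: plate controls were vehicle for no effect and no enzyme for full effect; nearly all actives have a fitted effect of over 35% in size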
HP1b chromo inh: HTS for Inhibitors of HP1-beta Chromodomain Interactions with Methylated Histone Tails | Potency, µM (series often up to 114 µM), for the others: at the top dose activity change, negative = inhibition, usual class: inhibitors | AlphaScreen HP1-beta / biotin-H3K9me3 peptide binding | 0.56% of 390,000 active | Chromobox protein homolog 1 (Homo sapiens), P83916 | AID 540317, 2011; also: nearly all actives have a fitted effect of over 70% in size; inactives centre near 23
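Compound inhibition of the preformed complex between 50 nM HP1-beta and 50 nM biotinylated H3K9me3 peptide was read by AlphaScreen. Buffer was PBS pH 7.4 with 0.01% Tween-20. Incubations ran 30 min at room temperature, with 10 ug/mL donor/acceptor beads.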
Tb PGK inh: qHTS Assay to Find Inhibitors of Phosphoglycerate Kinase | AID 602233, 2012 | Potency, µM (titrated, usually from 57.5 µM), inactives show top-dose activity change, negative = inhibition, actives largely listed as inhibitors | Phosphoglycerate kinase, glycosomal (Trypanosoma brucei brucei), P07378 | PGK/GAPDH coupled, Kinase-Glo luminescence, 60 min | 0.043% of 380,000 active; also: % is scaled to controls: 0 for no effect and ±100 for the full control effect; nearly all actives have a fitted effect of over 60% in size
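Luminescent ATP detection (Kinase-Glo Plus) follows a 60-minute room-temperature incubation, with wells lacking PGK as controls. Buffer: 100 mM TEA (pH 7.6), 5 mM MgCl2, 0.01% Tween-20. Coupling enzyme GAPDH (100 nM final) supplies unstable 1,3-BPG in-well.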
G9a block: qHTS Assay for Inhibitors of Histone Lysine Methyltransferase G9a; 8.8% of 350,000 active; Potency, µM (series often up to 102 µM), for inactives: at the highest dose activity, negative = inhibition, usual class: inhibitors; G9a H3K9 monomethylation, AlphaScreen, 2 h; AID 504332, 2011; also: % is scaled to controls: 0 for no effect and ±100 for the full control effect; nearly all actives have a fitted effect of over 75% in size
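Compounds were preincubated with 20 nM G9a for 15 min, after which biotinylated H3K9 peptide (500 nM) and SAM (20 uM) started a 2 h room-temperature reaction. Monomethylated product was quantified by antibody-based AlphaScreen chemiluminescence.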
BAZ2B block: qHTS Assay for Inhibitors of BAZ2B; 4.4% of 360,000 active; Potency, µM (top dose mostly 114 µM), without a hit: at the top dose activity change, negative = inhibition, hits mostly inhibitors; AlphaScreen BAZ2B-H3K14Ac peptide displacement; Bromodomain adjacent to zinc finger domain protein 2B (Homo sapiens), Q9UIF8; also: % is scaled to controls: 0 for no effect and ±100 for the full control effect; nearly all actives have a fitted effect of over 60% in size
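In this displacement format the biotinylated H3(5-23) peptide acetylated at Lys14 serves as ligand at 50 nM, with BAZ2B at 50 nM in PBS pH 7.4 containing 0.01% Tween-20. Donor and acceptor beads are 10 ug/mL final.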
Pin1 inh: qHTS Assay to Find Inhibitors of Pin1 | Peptidyl-prolyl cis-trans isomerase NIMA-interacting 1 (Homo sapiens), Q13526 | Pin1 FP peptide displacement, HiFluor488, 10 min | Potency, µM (highest dose often 115 µM), inactives show at the highest dose activity, negative = inhibition, actives largely listed as inhibitors | 0.009% of 390,000 active; active = well fitted inhibition curve with a large enough effect in the polarisation, with a control signal flat, not every such curve was filed as active; inconclusive = small, poorly fitted or top-dose-only effect, or effect the other way, or a change in a side signal; inactive = no such curve, though single readings can be large or run the other way; the % refers to the polarisation; also: % is scaled to controls: 0 for no effect and ±100 for the full control effect
JMJD2A Tudor: qHTS Assay for Inhibitors of JMJD2A-Tudor Domain | Potency, µM (doses to about 114 µM), for inactives: at the highest dose activity change, negative = inhibition, hits mostly inhibitors | 4.4% of 390,000 active | Lysine-specific demethylase 4A (Homo sapiens), O75164 | AID 504339, 2011 | AlphaScreen JMJD2A-Tudor / H3K4me3 peptide binding; also: % is scaled to controls: 0 for no effect and ±100 for the full control effect; nearly all actives have a fitted effect of over 50% in size
Target sequence (O75164 whole entry, looked up, the tested form may be a part): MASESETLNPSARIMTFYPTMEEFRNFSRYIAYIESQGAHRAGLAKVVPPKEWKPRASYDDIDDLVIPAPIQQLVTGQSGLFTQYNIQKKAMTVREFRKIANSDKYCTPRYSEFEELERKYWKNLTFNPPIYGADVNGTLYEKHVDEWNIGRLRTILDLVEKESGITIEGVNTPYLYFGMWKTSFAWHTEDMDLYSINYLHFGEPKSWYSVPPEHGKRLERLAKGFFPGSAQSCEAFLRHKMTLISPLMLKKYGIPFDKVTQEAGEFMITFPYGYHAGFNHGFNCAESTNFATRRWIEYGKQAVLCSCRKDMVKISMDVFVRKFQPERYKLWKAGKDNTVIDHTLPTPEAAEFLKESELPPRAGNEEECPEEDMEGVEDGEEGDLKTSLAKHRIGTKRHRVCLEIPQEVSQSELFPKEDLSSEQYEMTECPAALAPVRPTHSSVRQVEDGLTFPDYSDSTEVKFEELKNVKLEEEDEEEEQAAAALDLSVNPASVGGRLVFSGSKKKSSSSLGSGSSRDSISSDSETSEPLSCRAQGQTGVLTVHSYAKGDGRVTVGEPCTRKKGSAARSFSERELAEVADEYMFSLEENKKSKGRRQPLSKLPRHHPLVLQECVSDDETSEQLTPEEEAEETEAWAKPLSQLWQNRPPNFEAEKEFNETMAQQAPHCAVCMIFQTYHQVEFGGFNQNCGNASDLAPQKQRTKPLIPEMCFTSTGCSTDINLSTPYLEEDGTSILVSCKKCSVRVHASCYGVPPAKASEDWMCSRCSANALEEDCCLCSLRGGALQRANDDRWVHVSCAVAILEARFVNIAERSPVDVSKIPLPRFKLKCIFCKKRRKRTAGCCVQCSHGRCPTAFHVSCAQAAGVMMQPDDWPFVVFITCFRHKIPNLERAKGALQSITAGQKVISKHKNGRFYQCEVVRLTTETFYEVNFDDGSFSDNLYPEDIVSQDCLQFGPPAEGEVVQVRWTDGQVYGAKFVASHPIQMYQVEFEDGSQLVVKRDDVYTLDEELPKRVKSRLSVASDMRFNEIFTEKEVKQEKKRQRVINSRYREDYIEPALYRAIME
Pol iota inh: qHTS for Inhibitors of Polymerase Iota. DNA polymerase iota (Homo sapiens), Q9UNA4. Pol iota fluorescent replication assay, 10 min. Potency, µM (titrated, usually from 115 µM), for the others: top-dose activity, negative = inhibition, most hits filed as inhibitors. 1% of 390,000 active. AID 588590, 2011
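Pol iota at 10 nM preincubated 15 min with compounds at room temperature; reaction started with fluorescent substrate, 50 nM final. Fluorescence read kinetically at 0 and 10 min; buffer-only wells as negative control.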
* hit, by the source's call; i = inactive; u = inconclusive; x = no result given; [ ] = remark or other dose. Unless noted, calls follow the shape of the dose curve; as a rule, active = well fitted curve in the direction sought with a large enough effect; inconclusive = small, poorly fitted or top-dose-only effect, or another doubt; inactive = no such curve, though single readings can be large; an effect the other way counts as inactive or inconclusive. Potency is read from the fitted curve at half-maximal effect. This is a subset; count on the stated rates, not on these rows.

smiles | GLS inhibitor | BLM helicase inh | HP1b chromo inh | Tb PGK inh | G9a block | BAZ2B block | Pin1 inh | JMJD2A Tudor | Pol iota inh
O=C1CNC(=O)N1c1ccc(Cl)cc1 | 1% | -1% | 49%[activator] | -9% | -4% | 1% | -16% | -16% | 32%[activator]
CN1CCN(NC(=S)Nc2ccc(Oc3ccccc3)cc2)CC1 | -10% | 0% | 24% | i | -43% | u | 2% | -12% | 29%
COc1ccc(N2CCN(Cc3nc(N)nc(Nc4ccc(C)c(Cl)c4)n3)CC2)cc1 | 12% | -7% | -48% | -9% | 1.6µM* | 25µM* | 0% | 35µM* | -3%
O=C(CCC(=O)NNc1nc2ccccc2c2nc(-c3ccccc3)nn12)NCCCN1CCCC1=O | 3% | 7% | 46%[activator] | -1% | -26% | x | -3% | -13% | 18%
CCn1nc(C)c(/C=N/NC(=O)c2ccc3c(c2)c(C)c(C)n3Cc2ccccc2)c1C | -18% | -13% | -16% | -6% | u | u | 19% | 35µM* | 29%
COc1cc(C)cc(C(=O)C=Cc2ccccc2)c1O | -12% | x | u | i | x | x | 6% | 56µM* | u
O=C(NCC1CC1)c1onc(CSc2ccc(F)cc2)c1C(=O)NCC1CC1 | 2% | x | 65%[activator] | i | 4%[2.33 µM] | 9% | -2% | 8% | 15%
Cc1cc(C(=O)N2CCC(C(=O)O)CC2)c(C(F)(F)F)o1 | -6% | -1% | 22% | -5% | 4% | 0% | -11% | -2% | 155%[activator]
CCCCCc1nnc(NC(=O)Cc2ccc([N+](=O)[O-])cc2)s1 | -2% | -2% | 6% | 2% | 45µM* | -2% | 1% | -32% | -25%
O=C(NCc1ccc(Cl)cc1)NC1COc2ccccc2C1 (stereo unspecified) | 4% | -3% | 15%[57 µM] | 4% | 20%[59 µM] | 3% | 2% | -9% | -16%
COc1cccc(-n2nnnc2SCC(=O)NCc2ccco2)c1 | -6% | -16% | 11% | -13% | u | -12% | 0% | -13% | u
N#CC1=C(N)NC(SCC(=O)O)=C(C#N)C12CCCC2 | 26% | -1% | 9% | -11% | 35µM* | 10% | 1% | -14% | -3%
COc1ccccc1N1CCN(C(=O)c2c(C)noc2C)CC1 | 7% | -1% | -10% | -5% | u | -3% | 0% | -16% | 12%
CCCCOc1ccc(/C=N/NC(=O)c2nnn(-c3nonc3N)c2CN2CCCCCC2)cc1 | -1% | x | -8% | 0% | x | x | 4% | u | u
O=C(COc1ccc(Br)cc1)N/N=C1/SCC(=O)N1Cc1ccco1 | 0% | -2% | u | 13% | -44% | u | -10% | 16µM* | 94%[activator]
O=C(N/N=C/c1cccc(C(F)(F)F)c1)c1ccccc1O | -7% | -6% | 28% | -9% | 29% | -14% | 8% | -4% | 143%[activator]
CCCCN1C(=O)C(NC(=O)CC(C)C)(C(F)(F)F)C2=C1CC(C)(C)CC2=O (stereo unspecified) | -6% | -3% | 52%[activator] | -4% | 16% | 4%[57.1 µM] | 1% | 3% | -10%
COc1cccc(CNC(=O)Cn2c(=O)oc3cc(S(=O)(=O)N4CCCCCC4)ccc32)c1 | -6% | -7% | 24% | i | -31%[59 µM] | -3% | 2% | -20% | 5%
CCCCNC(=O)c1cccc(S(=O)(=O)N2CC3(C)CC2CC(C)(C)C3)c1 (stereo unspecified) | -12% | x | 53%[activator] | -9% | 11%[12.7 µM] | 10% | 4% | 0% | 3%
CC(=O)CSc1nnc2[nH]c(=O)cc(N)n12 | 4% | -1% | 20% | -7% | -26%[59 µM] | 3% | -3% | 0% | 20%
Cc1ccc(-n2nnnc2-c2cnn(-c3cccc(F)c3)c2C(F)(F)F)cc1 | 0% | -4% | 13% | -10% | 7%[59 µM] | -3% | -12% | u | -3%
CS(=O)(=O)N(CC(=O)N1CCCCCC1)c1cccc([N+](=O)[O-])c1 | 6% | -1% | 11% | 6% | 12%[0.501 µM] | -1% | -11% | 0% | 125%[activator]
Cc1ccc(Nc2nc(-c3c(C)nc4ccccn34)cs2)cc1 | 20% | -5% | 5% | 2% | u | -38% | -13% | u | 5%
Cc1ccc(NC2SC(=O)N(Cc3cccc(C(=O)O)c3)C2=O)cc1 (stereo unspecified) | 15% | 3% | 40%[activator] | -1% | u | -5% | -8% | -17%[11.4 µM] | u
Cc1ccc(S(=O)(=O)N2CCN(CC(=O)Nc3ccnn3C3CCCC3)CC2)cc1 | -4% | x | 25% | -1% | -8%[2.33 µM] | 8% | 12% | -22% | -4%
O=C(c1ccc(-c2ccc(Cl)cc2Cl)o1)N1CCOCC1 | 1% | -2% | 31% | -3% | u | -28% | 2% | -1% | 40%[activator]
N#CCSc1nnc(-c2c[nH]c3ccccc23)o1 | 2% | -7% | 39% | 1% | 26% | -13% | 5% | -9% | 66%[activator]
COc1ccc(OC)c(NC(=O)CN2C(=O)NC(C)(c3ccc4c(c3)OCCO4)C2=O)c1 (stereo unspecified) | -1% | x | 29% | -8% | -40%[12.7 µM] | -19% | 3% | -7% | 29%
COc1ccc(C2C=C(C34CC5CC(CC(C5)C3)C4)NC(=S)N2)cc1OC (stereo unspecified) | 7% | -3% | u | 7% | u | u | 0% | u | 5%
COc1cccc(C(=O)N2c3cc(C)ccc3OCC2C(C)(C)C)c1 (stereo unspecified) | 9% | -8% | 78%[activator] | i | 45%[0.501 µM] | 4% | -25% | -17% | 29%
Cc1ccc(/C=N/n2c(C)nnc2C)s1 | 3% | -1% | u | -7% | u | -4% | -12% | -21%[57.1 µM] | 5%
Cc1cccc(C(=O)OC2CCCN(C)C2)c1C (stereo unspecified) | -2% | -4% | 19% | -1% | -43%[2.33 µM] | 28% | 0% | -17% | 55%[activator]
Nc1nc(SCC(=O)Nc2cc(Cl)c(Cl)cc2Cl)n[nH]1 | -9% | x | 32% | 5% | x | x | 7% | 3% | 71%[activator]
CCOc1ccc(-c2cn3c(n2)sc2cc(C(=O)NCCCc4ccccc4)ccc23)cc1 | -12% | 2% | 39% | i | 22µM* | -16% | -10% | 4% | 3%
CCN(CC(=O)Nc1c(F)cccc1F)C(=O)c1ccc(Cl)c(S(=O)(=O)N2CCCCC2)c1 | 12% | -7% | 20% | -2% | -7%[12.7 µM] | -9% | 1% | -8% | 9%
COc1cc2cc(CCCOC(=O)c3cc(OC)c(OC)c(OC)c3)oc(=O)c2cc1OC | -12% | x | 49%[activator] | -7% | x | x | 0% | 2% | 41%
COc1cc(NC(=O)c2c(Cl)cnn2C)c(OC)cc1Cl | 0% | 4% | 27% | -2% | x | -6% | -1% | -3% | 106%[activator]
CSc1ccc(C2c3[nH]c4ccccc4c3CCN2C(=O)c2ccnn2C)cc1 (stereo unspecified) | 11% | -13% | -5% | 0% | 40µM* | u | 5% | u | -9%
Cc1cc(C(F)(F)F)n2nc(-c3cnn(C)c3C(F)(F)F)c(Cl)c2n1 | 1% | -2% | 21% | 2% | 4% | 9% | -9% | -16% | 6%
O=C(CSc1nc2ccccc2[nH]1)Nc1c(F)cccc1F | -1% | 0% | 17% | 0% | u | 2% | 17% | -12% | 11%

Some values from above.
Pol iota inh result of COc1ccc(OC)c(NC(=O)CN2C(=O)NC(C)(c3ccc4c(c3)OCCO4)C2=O)c1 (stereo unspecified) = 29%
G9a block result of CN1CCN(NC(=S)Nc2ccc(Oc3ccccc3)cc2)CC1 = -43%

Compound profiles, from the list above:
Shown for `COc1cccc(-n2nnnc2SCC(=O)NCc2ccco2)c1` : GLS inhibitor: -6%; BLM helicase inh: -16%; HP1b chromo inh: 11%; Tb PGK inh: -13%; G9a block: u; BAZ2B block: -12%; Pin1 inh: 0%; JMJD2A Tudor: -13%; Pol iota inh: u
Shown for `Cc1ccc(S(=O)(=O)N2CCN(CC(=O)Nc3ccnn3C3CCCC3)CC2)cc1` : GLS inhibitor: -4%; BLM helicase inh: x; HP1b chromo inh: 25%; Tb PGK inh: -1%; G9a block: -8%[2.33 µM]; BAZ2B block: 8%; Pin1 inh: 12%; JMJD2A Tudor: -22%; Pol iota inh: -4%

Going on with the list.
smiles | GLS inhibitor | BLM helicase inh | HP1b chromo inh | Tb PGK inh | G9a block | BAZ2B block | Pin1 inh | JMJD2A Tudor | Pol iota inh
CC(=O)Cc1nsc(NC(=O)c2oc(-c3ccccc3Cl)cc2C)n1 | 6% | -6% | 40%[activator] | 4% | -6% | -19% | u | -10% | 16%
O=C(C[C@@H]1C/C=C\C[C@H](NC(=O)OCC2c3ccccc3-c3ccccc32)C(=O)OC[C@H]2CCCN2C1=O)N[C@H](CO)Cc1ccccc1 | 2% | x | 34% | 4% | x | x | 2% | -19% | 35%[activator]
CC(C)(C)C(=O)OCOC(=O)[C@@H]1N2C(=O)[C@@H](N=CN3CCCCCC3)[C@H]2SC1(C)C | 16% | -6%[21.4 µM] | 9% | -7% | -4%[59 µM] | 7% | -6% | u | -24%
C=CCNC(=O)c1onc(CSc2ccc(F)cc2)c1C(=O)NCC=C | 2% | x | 43%[activator] | 3% | -8%[2.33 µM] | 11% | -10% | -5% | -6%
Cc1noc(C)c1COC(=O)c1cc(F)c(F)cc1Cl | 10% | -2% | 129%[activator] | 8% | 3%[59 µM] | x | -13% | 11% | 12%
COCCSc1ccccc1C(=O)NCCc1ccccc1 | 4% | 0% | 30% | -2% | 18µM* | -2% | 1% | -8% | -2%
COc1ccccc1OCCCOc1ccc(/C=C2\SC(=O)NC2=O)cc1OC | 3% | -5% | 8% | 9% | 3%[0.501 µM] | -30% | -17% | -32% | 60%[activator]
O=C1CCc2cc(S(=O)(=O)N3CCC(C(=O)NC4CCCCCCC4)CC3)ccc2N1 | 0% | -1% | 30% | -9% | 7% | 3% | 12% | -16% | 22%
CCOC(=O)C=C1CCN(c2ncc(C(F)(F)F)cc2Cl)CC1 | 0% | -2% | 119% | 0% | 17%[59 µM] | 72%[activator] | -9% | 74%[activator] | 7%

Source: PubChem
